Bioassay records (PubChem BioAssay)
GPR55 beta-arrestin – GPR55 agonists via beta-arrestin recruitment, primary screen, imaging, U2OS cells, beta-arrestin-GFP redistribution (AID 1961) | hit rate 0.048% among 290,000 | U2OS GPR55 beta-arrestin-GFP redistribution imaging; higher % means a stronger effect | activation, % at 10 µM, or EC50 in µM where a hit was titrated;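 active = activation above 40% with more than 50 cells counted in the well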;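 note: U2OS osteosarcoma cells stably expressing GPR55 and beta-arrestin-GFP; plate controls were DMSO negative control for no effect and LPI positive control for full effect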
KOR beta-arrestin-1 – KOR agonists, beta-arrestin recruitment, primary screen, cell-based, luminescence, uHTS (AID 1777). Kappa-type opioid receptor (Homo sapiens). KOR beta-arrestin recruitment, luminescence; higher % means a stronger effect. activation, % at 10 µM, or EC50 in µM where a hit was titrated. hit rate 0.02% among 280,000; in the data active = activation above about 50%, passing the limit was not always enough; note: a part of the inactive calls stands beside numbers as strong as those of hits
HIV peptide binding – inhibitors of HIV fusion peptide binding, primary screen, biochemical, uHTS, fluorescence dequenching (AID 1986). hit rate 0.3% among 290,000. cell-free peptide binding, fluorescence dequenching, 30 min; higher % means a stronger effect. one-dose inhibition, % at 20 µM; IC50 in µM for titrated hits; in the data active = inhibition mostly above about 52%, no sharp cut-off; inactive = mostly below about 76%; note: some results filed as inactive read as strong as hits
AID2073 – inhibitors of Mint1-CaV2.2 protein interaction, biochemical, HTRF (AID 2073). hit rate 0.19% among 290,000. HTRF protein-protein interaction, Mint1-CaV2.2; higher % means a stronger effect. one-dose inhibition, % at 20 µM; IC50 in µM for titrated hits. Voltage-dependent N-type calcium channel subunit alpha-1B (Homo sapiens); in the data active = inhibition mostly above about 51%, no sharp cut-off; note: some results filed as inactive read as strong as hits
GPR55 LPI antagonism – GPR55 antagonists blocking LPI-driven arrestin recruitment, primary screen, imaging, U2OS, beta-arrestin-GFP, LPI agonist (AID 2013) | U2OS GPR55 beta-arrestin-GFP translocation imaging, LPI antagonism; higher % means a stronger effect | one-dose inhibition, % at 10 µM; IC50 in µM for titrated hits | hit rate 0.13% among 290,000;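 active = spots per cell inhibited over 60%, with over 100 cells counted and total cytoplasm intensity under 500,000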;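 note: U2OS cells stably carrying GPR55 and arrestin-GFP stimulated by 5 µM LPI near EC80; imaged beta-arrestin-GFP aggregate spots per cell after agonist stimulation; plate controls were LPI-stimulated DMSO wells for no effect and DMSO wells without LPI for full effect; some results filed as inactive read as strong as hits; confirmed hits need IC50 under 10 µM and bright autofluorescent wells are also inconclusive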
KOR beta-arrestin-2 – KOR antagonists, beta-arrestin recruitment, cell-based, luminescence, uHTS (AID 1778); KOR beta-arrestin recruitment, luminescence, antagonist mode; higher % means a stronger effect; inhibition, % at 10 µM, or IC50 in µM where a hit was titrated; hit rate 0.091% among 290,000; in the data active = inhibition above about 50%; note: strong numbers were not always called active
NOD1 NF-kB reporter – NOD1 signaling inhibitors, primary screen, cell-based, luminescence, uHTS (AID 1578) | NOD1-driven NF-kB luciferase reporter cells, luminescence; higher % means a stronger effect | inhibition, % at 4 µM, or EC50 in µM where a hit was titrated | hit rate 1% among 290,000; in the data active = inhibition mostly above about 36%, no sharp cut-off; inactive = mostly below about 34%;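 note: HEK-293T reporter cells stimulated with the NOD1 agonist gamma-tri-DAP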
SIAH1 antagonists – Siah-1 peptide-binding antagonists, primary screen, biochemical, fluorescence polarization, rhodamine-plectin, uHTS (AID 1817); E3 ubiquitin-protein ligase SIAH1 (Homo sapiens); Siah-1 / rhodamine-plectin peptide fluorescence polarization; higher % means a stronger effect; displacement, % at 20 µM; hits with a dose series show IC50 in µM; hit rate 0.02% among 290,000;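 active = displacement of at least 50% at 20 µM, with a fluorescence ratio check between 0.3 and a set limit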;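 note: plate controls were Siah plus tracer with DMSO for no effect and tracer alone without Siah for full effect; strong numbers were not always called active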
GPR35 arrestin U2OS – GPR35 antagonists blocking zaprinast-driven arrestin recruitment, primary screen, imaging, U2OS, beta-arrestin-GFP, zaprinast agonist (AID 2058); U2OS GPR35 beta-arrestin-GFP translocation imaging, zaprinast antagonism; higher % means a stronger effect; one-dose inhibition, % at 10 µM; IC50 in µM for titrated hits; hit rate 0.052% among 290,000;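 active = inhibition of at least 50% with at least 30 cells and total cytoplasm GFP at most 10,000,000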
* hit, by the source's call; . = no result given; [ ] = another dose, or the depositor's remark. A portion of the library; rates above refer to the full screens.

KOR beta-arrestin-2,KOR beta-arrestin-1,SIAH1 antagonists,GPR55 LPI antagonism,NOD1 NF-kB reporter,AID2073,GPR55 beta-arrestin,HIV peptide binding,GPR35 arrestin U2OS,SMILES
6%,-1.6%,-4%,11%,-2%,17%,0.0%,-0.4%,-7%,COc1ccc(/C=C/C(=O)Nc2cc(C)nn2-c2nc3ccccc3n2Cc2cccc([N+](=O)[O-])c2)cc1
-22%,-2.2%,-2%,36%,-8%,9%,-0.1%,0.0%,10%,O=C(NCCc1ccc(Cl)cc1)c1cc(-c2ccccn2)nc2ccccc12
-28%,-1.4%,-1%,8%,-25%,2%,-0.1%,-0.4%,3%,Cc1ccccc1CNS(=O)(=O)c1ccc2c(c1)C(C)(C)C(=O)N2C
-11%,2.2%,-1%,-2%,-35%,23%,0.4%,-1.4%,0%,CCCOc1cccc(-c2nnc(N)s2)c1
2%,8.4%,-4%,13%,84%*,14%,0.2%,-0.2%,11%,COc1ccc(/C=C/c2n[nH]c(=O)c(C#N)c2C)cc1
0%,-2.2%,6%,-2%,3%,-2%,-0.2%,1.7%,-4%,CCCOc1ccc(Cc2nn[nH]n2)cc1
7%,-3.9%,6%,23%,-10%,16%,-0.1%,-3.1%,10%,COc1cccc(C(=O)N2CCN(Cc3ccco3)CC2)c1OC
-9%,0.1%,6%,10%,1%,9%,0.0%,2.7%,6%,Cc1cccc(CNS(=O)(=O)c2ccc(-c3ccc(=O)[nH]n3)s2)c1
17%,-2.2%,2%,11%,-2%,-6%,0.3%,0.3%,6%,CCOC(=O)CC1C(=O)NCCN1C(=O)c1cccc(C(F)(F)F)c1 (configuration not stated)
9%,-2.5%,8%,1%,-12%,-4%,0.0%,-1.8%,0%,O=C(COC(=O)CCSc1ccccc1)NCc1ccc(F)cc1
20%,4.4%,0%,11%,-11%,33%,-0.2%,-1.5%,-24%,Nc1ccc(-c2cc(-c3cccc(N)c3)nc(-c3ccccc3)n2)cc1
30%,-1.8%,2%,10%,-8%,-7%,-0.1%,-2.2%,-1%,CCCOc1ccc(/C=N/NC(=O)C2CCCN2S(=O)(=O)c2ccc(Cl)cc2)cc1 (configuration not stated)
4%,1.1%,-7%,0%,-28%,-1%,-1.2%,-2.9%,-15%,COc1ccc(NC(=O)Cc2nnc(N)s2)cc1
20%,-1.3%,5%,12%,-40%,7%,-0.3%,-2.0%,-4%,COc1ccc(N2Cc3ccccc3C2=NC(=O)c2cncc(Br)c2)cc1
-2%,-3.3%,-4%,3%,-5%,-1%,1.0%,-0.7%,-11%,COc1ccc2cc(C3C(C#N)=C(N)OC(C)=C3C(C)=O)c(Cl)nc2c1 (configuration not stated)
3%,-0.9%,0%,3%,-4%,1%,0.2%,0.3%,-3%,CN1C2CCC1CC(NC(=O)CSCc1ccc(Cl)cc1Cl)C2 (configuration not stated)
-34%,3.3%,-5%,15%,6%,-7%,0.3%,0.0%,-9%,CN(CC(=O)Nc1nc2ccc(F)cc2s1)S(=O)(=O)c1ccc(Cl)cc1
5%,-3.5%,2%,-2%,-21%,6%,-0.2%,0.6%,-7%,O=C(Nc1nncs1)c1ccc(Br)c(S(=O)(=O)N2CCCC2)c1
-2%[20 µM],-7.5%,2%,-8%,-9%,3%,0.2%,-0.7%,-6%,CCc1ccccc1NC(=O)NC1CC2CCC(C1)N2Cc1ccco1 (configuration not stated)
4%,-2.7%,0%,8%,-20%,-12%,-0.2%,0.3%,-10%,CC1(C(=O)NC(=S)N(CCC#N)Cc2cccnc2)CC1(Cl)Cl (configuration not stated)
18%,1.3%,-3%,1%,17%,1%,0.0%,-0.8%,10%,COc1cc(OC)nc(NC(=O)NS(=O)(=O)c2ccc(OC(F)(F)F)cc2)n1
-3%,-0.7%,-9%,8%,-17%,-10%,0.1%,0.6%,4%,C=C(C)CNC(=S)N/N=C(\C)c1ccc(Cl)s1
-34%,8.3%,1%,5%,-47%,-3%,-0.1%,-0.8%,11%,CCSc1nn2c(=O)c3ccccc3nc2s1
3%,3.5%,2%,13%,-32%,22%,-0.2%,-1.1%,8%,O=C1OC(c2ccccc2)=N/C1=C\N1CCCCC1
17%,-0.7%,-3%,-1%,2%,2%,-0.3%,1.5%,-1%,Cc1ccc(NC(=O)CCC(=O)NNC(=O)/C=C/C(=O)O)c(C)c1
-1%,-3.5%,-5%,0%,-17%,2%,-0.1%,0.7%,21%,CC(C)N(Cc1cn(C)nc1-c1cccc(Cl)c1)CC1CCC(=O)N1 (configuration not stated)
-61%,2.2%,-7%,7%,-8%,6%,-0.2%,-2.5%,14%,COc1cccc(C(=O)CN2C(=O)C(C)(C)Oc3ccc(C(=O)N4CCCCCC4)cc32)c1
-51%[20 µM],.,0%,-6%,-9%,-4%,-0.1%,-0.8%,-8%,COc1ccc(S(=O)(=O)Nc2cc3c(cc2C(C)=O)OCO3)cc1
-12%,2.2%,1%,-11%,-10%,12%,-0.2%,-0.1%,-14%,CCOc1ccc(S(=O)(=O)N2CCC(C(=O)NC3CC3)CC2)cc1C
-8%,-3.8%,0%,-1%,-10%,-12%,0.3%,-1.5%,3%,CCCCCCn1c(N2CCC(C(N)=O)CC2)nc2c1c(=O)n(C)c(=O)n2C
-17%,3.3%,-4%,0%,-24%,3%,-0.3%,0.8%,-6%,O=C(O)C1CCN(C(=O)CSc2nc3ccccc3c(=O)n2-c2ccc(Cl)cc2)CC1
-16%,6.2%,-1%,4%,-6%,20%,-0.3%,11%,-11%,O=c1c2ccccc2c(C=Nc2ccccc2O)c(O)n1-c1nccs1
-14%,12%,0%,4%,-7%,-11%,-0.3%,0.9%,7%,COCCOC(=O)c1c(C)oc2ccc(OCc3cc(C(=O)OC)oc3C)cc12
-4%,-1.1%,-4%,-6%,-9%,0%,-0.1%,6.0%,18%,CNS(=O)(=O)c1ccc(NC(=O)c2nc3nc(C)cc(C(F)F)n3n2)cc1
-30%,-3.2%,0%,-10%,-16%,12%,-0.1%,-0.8%,-9%,Cc1c(OCC(N)=O)ccc2c(-c3ccccc3)cc(=O)oc12
5%,4.3%,4%,0%,-53%,-5%,-0.4%,2.0%,3%,O=C(/C=C/NCc1cccnc1)C(F)(F)C(F)(F)F
-36%,4.0%,1%,-5%,-1%,-25%,0.2%,-3.4%,-3%,CCc1cc2c(=O)n(-c3ccccc3)c(=S)[nH]c2s1
-19%,5.3%,-2%,-3%,4%,-5%,0.4%,-0.8%,7%,CC(C)(CN=C1NS(=O)(=O)c2ccccc21)CNC(=O)CN1C(=O)c2ccccc2C1=O
11%,-4.1%,5%,9%,-34%,13%,0.2%,-0.7%,3%,COc1ccccc1Nc1nc(N)nc(-c2cc3ccccc3o2)n1
-12%,3.9%,23%,-2%,-12%,16%,-0.1%,-0.2%,2%,Cc1cc(C(=O)CSc2nnnn2C)c(C)n1Cc1ccco1
22%,-0.8%,2%,13%,-27%,1%,0.5%,0.3%,-16%,CC(=O)Nc1ccc(N=Nc2ccccc2)cc1
4%,-3.7%,-1%,8%,-40%,5%,0.3%,-0.7%,-5%,NC(=O)NCc1ccccc1F
2%,0.5%,15%,1%,-1%,2%,-0.1%,0.5%,3%,CC(C)[C@H](NC(=O)C1CCC(CNC(=O)[C@@H]2CCCN2C(=O)OC(C)(C)C)CC1)C(=O)O (some centres not stated)
-9%,-1.6%,-2%,6%,-10%,37%,0.1%,-1.0%,-9%,Cc1ccc(S(=O)(=O)n2nc(C)c(S(=O)(=O)N3CCOCC3)c2C)cc1
2%,7.9%,0%,0%,-5%,21%,-0.1%,-2.1%,-16%,COCCNC(=O)CN(C(=O)Cn1nnc2ccccc21)c1ccccc1

Gathered by group, the entries above containing an NH in an aromatic ring.
KOR beta-arrestin-2,KOR beta-arrestin-1,SIAH1 antagonists,GPR55 LPI antagonism,NOD1 NF-kB reporter,AID2073,GPR55 beta-arrestin,HIV peptide binding,GPR35 arrestin U2OS,SMILES
2%,8.4%,-4%,13%,84%*,14%,0.2%,-0.2%,11%,COc1ccc(/C=C/c2n[nH]c(=O)c(C#N)c2C)cc1
0%,-2.2%,6%,-2%,3%,-2%,-0.2%,1.7%,-4%,CCCOc1ccc(Cc2nn[nH]n2)cc1
-9%,0.1%,6%,10%,1%,9%,0.0%,2.7%,6%,Cc1cccc(CNS(=O)(=O)c2ccc(-c3ccc(=O)[nH]n3)s2)c1
-36%,4.0%,1%,-5%,-1%,-25%,0.2%,-3.4%,-3%,CCc1cc2c(=O)n(-c3ccccc3)c(=S)[nH]c2s1

Later entries
KOR beta-arrestin-2,KOR beta-arrestin-1,SIAH1 antagonists,GPR55 LPI antagonism,NOD1 NF-kB reporter,AID2073,GPR55 beta-arrestin,HIV peptide binding,GPR35 arrestin U2OS,SMILES
-3%,1.7%,2%,11%,3%,22%,0.3%,-0.1%,13%,CCOc1cccc(NC(=O)CSc2nc(C)c3c(c2C#N)CCCC3)c1
-13%,7.7%,-2%,12%,13%,3%,0.3%,-0.2%,3%,Cc1ccccc1NC(=O)Cn1c(=O)oc2ccccc21
-2%,3.3%,-5%,4%,-7%,22%,-0.2%,-0.2%,-3%,O=C(O)c1cc(=O)[nH]c2ccc(S(=O)(=O)Nc3ccc(F)cc3)cc12
11%,0.1%,0%,20%,-5%,-3%,-0.1%,-1.7%,2%,CCOC(=O)CNS(=O)(=O)c1ccc(C(=O)O)cc1
-25%,1.4%,11%,12%,-14%,15%,0.2%,-1.3%,-5%,COc1ccc(Cl)cc1NC(=O)Cn1nnc(C(=O)NCc2ccc3c(c2)OCO3)c1N
6%,-3.9%,16%,17%,-5%,-1%,-0.2%,-2.0%,-7%,O=C(Nc1cccnc1)c1ccc2c(c1)OCO2
5%,7.4%,-1%,-1%,-7%,-4%,-0.1%,-0.8%,4%,CC(=O)Nc1ccc2c(c1)N(C(=O)CN(C)C)c1ccccc1CC2
-8%[20 µM],.,9%,26%,-27%,-3%,0.0%,1.5%,-2%,C(=C\c1nc(-c2ccncc2)no1)/c1ccccc1
29%,-0.3%,7%,14%,14%,-1%,0.0%,0.5%,9%,Cn1ccsc1=NC(=O)c1ccc(S(C)(=O)=O)c([N+](=O)[O-])c1
-9%,-2.7%,2%,11%,-30%,10%,-0.2%,-0.1%,-7%,COc1ccccc1NC(=O)CN1C(=O)NC2(CCCCCCC2)C1=O
-18%,1.8%,1%,-15%,-40%,-9%,-0.1%,0.5%,2%,CCN1CCCC1CNC(=O)C(=O)NC(C)c1ccccc1 (configuration not stated)
-21%,-0.5%,5%,-1%,-12%,25%,0.0%,20%,9%,Cc1ccc(SCC(=O)c2ccc(CC(=O)O)s2)cc1
